Compound activity (PubChem BioAssay)
HTT aggregate: qHTS Multiplex Assay to Identify Dual Action Probes in a Cell Model of Huntington: Aggregate Formation (GFP); PC12 HttQ103-GFP aggregates, Acumen cytometry, 40 h; Potency, µM (series often up to 46.1 µM), without a hit: at the highest dose activity change, negative = inhibition, usual class: inhibitors; 220,000 compounds, 1.1% hits; also: % is scaled to controls: 0 for no effect and ±100 for the full control effect; nearly all actives have a fitted effect of over 60% in size
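Aggregates are detected as GFP objects 1–25 µm with signal 6 STDEV over background in lysates of induced PC12 cells. These carry Huntingtin exon 1 with 103 glutamines fused to GFP under an ecdysone promoter; compounds titrated.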
GoLoco inh red: qHTS Assay for Inhibitors of RGS12 GoLoco Motif Activity (Red Fluorophore). Potency, µM (top dose mostly 61.6 µM), for the others: at the top dose activity, negative = inhibition, usual class: inhibitors. Guanine nucleotide-binding protein G(i) subunit alpha-1 (Homo sapiens), P63096. Gai1:RGS12 GoLoco peptide FP, rhodamine, 10 min. 230,000 compounds, 0.44% hits; active = well fitted inhibition curve with a large enough effect, not every such curve was filed as active; inactive = no such curve, though single readings can be large or run the other way; also: % is scaled to controls: 0 for no effect and ±100 for the full control effect; nearly all actives have a fitted effect of over 30% in size; many of its hits are not listed in these tables
Target sequence (P63096 whole entry, looked up): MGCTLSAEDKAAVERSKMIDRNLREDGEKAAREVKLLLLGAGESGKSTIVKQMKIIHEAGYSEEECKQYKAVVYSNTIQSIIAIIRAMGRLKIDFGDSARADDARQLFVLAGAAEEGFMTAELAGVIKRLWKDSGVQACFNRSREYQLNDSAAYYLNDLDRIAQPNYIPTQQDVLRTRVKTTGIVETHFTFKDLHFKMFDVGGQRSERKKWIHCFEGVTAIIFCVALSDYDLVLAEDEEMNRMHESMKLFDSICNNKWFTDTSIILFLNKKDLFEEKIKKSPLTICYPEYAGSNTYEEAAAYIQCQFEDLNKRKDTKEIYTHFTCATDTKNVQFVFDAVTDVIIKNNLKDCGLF
HTT ATP protect: qHTS Multiplex Assay to Identify Dual Action Probes in a Cell Model of Huntington: Cytoprotection (ATP). 230,000 compounds, 0.14% hits. PC12 HTT-Q103 induced, cytoprotection, ATP luminescence, 40 h. Potency, µM (top dose mostly 56.4 µM), for inactives: cytoprotection (ATP increase), usual class: activators;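 also: % of control where 0% means no effect; nearly all actives have a fitted effect of over 45% in size; toxic huntingtin expression switched on by the ecdysone agonist tebufenozide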
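ATP quantification (ATPlite) reports survival of PC12 cells in which tebufenozide, 100 nM final, switches on Htt exon 1 with 103 glutamines linked to GFP; compounds are titrated.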
IMPase Li cell: qHTS Assay for Identifying the Cell-Membrane Permeable IMPase Inhibitors: Potentiation with Lithium; CHO-M1 cells, IP1 TR-FRET (IP-One), carbachol + lithium; 210,000 compounds, 0.35% hits; Potency, µM (highest dose often 59.4 µM), for the others: at the top dose activity, negative = IMPase inhibition, hits mostly inhibitors;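 also: IP1 builds up when IMPase is blocked and the TR-FRET signal falls; plate controls were basal vehicle for no effect and high inhibitor control for full effect; nearly all actives have a fitted effect of over 50% in size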
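CHO cells stably expressing M1 receptor (2000/well, cultured 16–30 h) treated 30 min at 37C with compound plus low lithium. Cytosolic IP1 by TR-FRET (665/620 ratio and 620 channel) after 10 min lysis; AC50 by Hill fit.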
GAA glycogen mod: qHTS Assay for Inhibitors and Activators of Human alpha-Glucosidase Cleavage of Glycogen | 300,000 compounds, 0.38% hits | recombinant GAA, glycogen substrate, Amplex Red glucose oxidase fluorescence | AID 2100, 2009 | Potency, µM (titrated, usually from 76.4 µM), without a hit: at the highest dose activity change, negative = inhibition, actives largely listed as inhibitors;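 also: 0% = full enzyme reaction and -100% = no-enzyme basal signal; the screen sought inhibitors and activators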
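Recombinant enzyme (4 nM final) with compounds titrated up to 77 uM and bovine liver glycogen (30 ug) in citrate pH 5.0, 0.01% Tween-20, 37 C 40 min. Released glucose detected by Amplex Red/glucose oxidase (Ex 573/Em 610); AC50 from Hill fits.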
GAA inh: qHTS Assay for Inhibitors of Human alpha-Glucosidase as a Potential Chaperone Treatment of Pompe Disease. Potency, µM (titrated, usually from 76.9 µM), inactives show top-dose activity change, negative = inhibition, usual class: inhibitors. purified human GAA, 4-MU-alpha-glucoside fluorescence. Lysosomal alpha-glucosidase (Homo sapiens), P10253. AID 1466, 2008. 200,000 compounds, 0.005% hits;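 also: plate controls were uninhibited enzyme wells for no effect and no-enzyme background for full effect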
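Endpoint fluorogenic read: 20 min room-temperature reaction of 4 nM human alpha-glucosidase with 400 uM 4-methylumbelliferyl-alpha-D-pyranoside, pH 5.0, quenched with 1M NaOH/1M glycine pH 10. AC50 from Hill modeling.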
GAA spleen mod: qHTS Assay for Inhibitors and Activators of Human alpha-Glucosidase From Spleen Homogenate; Lysosomal alpha-glucosidase (Homo sapiens), P10253; human spleen homogenate, 4-MU-alpha-glucoside fluorescence; Potency, µM (doses to about 79.9 µM), for the others: at the top dose activity change, negative = inhibition, usual class: inhibitors; 240,000 compounds, 0.006% hits; AID 2112, 2009;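 also: 0% = enzyme with vehicle and -100% = no enzyme basal signal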
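Human spleen homogenate (1 ug) incubated with compounds and 1 mM 4-methylumbelliferyl-alpha-D-glucopyranoside in pH 5.0 citrate/phosphate buffer, 37 C, 40 min. Stopped at pH 10; 4-MU fluorescence (Ex 365/Em 440 nm); AC50 by Hill fit.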
An asterisk follows results filed as active; ? = inconclusive; nt = no result given; & = joins results of further samples; [ ] = another dose, or the depositor's remark. Unless noted, calls follow the shape of the dose curve; as a rule, active = well fitted curve in the direction sought with a large enough effect; inconclusive = small, poorly fitted or top-dose-only effect, or another doubt; inactive = no such curve, though single readings can be large; an effect the other way counts as inactive or inconclusive. Potency is read from the fitted curve at half-maximal effect. This is a subset; count on the stated rates, not on these rows.

SMILES | HTT aggregate | GoLoco inh red | HTT ATP protect | IMPase Li cell | GAA glycogen mod | GAA inh | GAA spleen mod
Cc1onc(-c2ccccc2Cl)c1C(=O)N/N=C(\N)COc1ccc(Cl)cc1 | ? | 5.5% | 40.3%[10 µM] | 1.0% | 7.0% | 11.2% | 5.2%
CCOC(=O)c1cc(-c2ccccc2)sc1NC(=O)C(C)OC(=O)c1ccncc1 (stereo not drawn) | -10.4% | 5.4% | -13.0%[10 µM] | -0.2% | -0.4% | -4.8% | -4.2%
Cc1occc1-c1nnc(SCCNCCO)o1 | 4.1% | 6.3% | -20.8% | 1.7% | -6.8% | -2.5% | -7.6%
CN1C(=O)CC(N2CCC(c3nc4ccccc4s3)CC2)C1=O (stereo not drawn) | -15.0% | 8.9% | 20.0%[10 µM] | 10.4% | 2.2% | -0.9% | -4.2%
CC(=O)c1ccc(NC(=O)/C(=C\c2cccs2)NC(=O)c2ccco2)cc1 | nt | -8.3% | nt | 4.9% | -8.4% | -10.7% | -2.3%
O=C(Nc1ccc2ncccc2c1)Nc1ccc2ncccc2c1 | -13.0%[9.22 µM] | 13.3%[14.2 µM] | -4.9%&1.8%[10 µM] | -7.6% | 4.6% | nt | -6.2%
CCOc1ccc(C(C)(C)C)cc1S(=O)(=O)N1CCOCC1 | ? | 0.5% | -0.2%[0.074 µM] | 34.3%[38.3 µM] | -8.5% | -1.7% | -7.7%
CCS(=O)(=O)N1CCC(c2nc(-c3ccc(C)cc3)no2)CC1 | ? | 4.2% | -14.0%[10 µM] | -4.6%[38.3 µM] | 4.0% | 2.0% | -6.3%
CCC(NC(=O)Nc1ccc(O)cc1)(C(F)(F)F)C(F)(F)F | -0.3% | 10.4% | 6.0% | 8.8%[38.3 µM] | ? | 1.4% | 5.3%
CCOC(=O)c1oc2ccc(/C=N/O)c(Cl)c2c1C | nt | -6.8% | nt | 10.4% | 19.8% | ? | 4.8%
N#Cc1c(NC(=O)C2CC=CCC2C(=O)O)sc2c1CCCCCC2 (stereo not drawn) | 9.7% | 4.4% | nt | -9.5% | -4.6% | -5.2% | -13.8%
CCOC(=O)c1cc(C#N)c(Nc2ccccc2OC)nc1C(F)(F)F | -18.6%[9.22 µM] | -0.7% | -2.0%[10 µM] | nt | 2.6% | 2.9%[15.4 µM] | -3.1%
CCOC(=O)c1cccc(NC(=S)N2CCN(c3ncc4c(=O)c(C(=O)O)cn(CC)c4n3)CC2)c1 | 20.7% | 4.2% | nt | 6.7% | -18.8% | -0.4% | 8.3%
COc1ccc(C(=O)NC(=O)NC2(C(Cl)(Cl)Cl)OCCO2)cc1 | 6.2% | -12.0% | -20.1%[10 µM] | 2.4% | -21.5% | -8.1%[15.4 µM] | 11.0%
O=C1NC(=O)C2(CCc3ccccc32)N1 (stereo not drawn) | 17.8% | -2.7% | 8.2% | -27.3%[38.3 µM] | -15.3% | 0.1% | 3.6%
O=C(Nc1ccccc1Cl)NC1(C(=O)NCCCN2CCOCC2)CCCCC1 | 18.9% | 5.9% | -14.1%[10 µM] | -29.9%[38.3 µM] | 1.3% | 8.4% | 0.4%
O=C(COC(=O)C1Cc2ccccc2CN1C(=O)c1ccccc1)Nc1ccc(SC(F)F)cc1 (stereo not drawn) | 8.0% | 0.9% | -15.0%[10 µM] | 8.5% | 15.3% | -8.0% | -3.9%
Cc1ccc(-c2nnc(N(C)C(=O)c3cccnc3)s2)cc1 | -10.0% | -6.9% | -70.0%[inhibitor] | -13.3%[38.3 µM] | 3.2% | 5.0% | -23.3%
CC(C)COc1ccccc1C(=O)NC(CO)C(=O)O (stereo not drawn) | -19.0% | 2.4% | -20.3% | 4.5%[38.3 µM] | nt | -13.0% | 1.7%
CN(C)c1nc(OCC(=O)NC(C)(C)C)nc(N(C)C)n1 | 9.1% | -2.6% | 11.0%[0.074 µM] | 4.6%[38.3 µM] | 2.5% | -22.0% | -1.4%
CCOC(=O)N1CCN(C(=O)CN(Cc2ccc(Cl)cc2)S(C)(=O)=O)CC1 | 1.5% | -3.5% | 13.9% | 23.2%[38.3 µM] | 0.3% | -2.6% | -11.0%
CCn1c(SCc2nc3ccccc3c(=O)[nH]2)nc2ccccc2c1=O | 5.9% | 6.8% | 17.3%[10 µM] | 14.2% | 6.7% | -3.5% | 4.3%
CC(C)(C#CCN1CCCC1)OCCC#N | ? | -0.3% | 6.7% | 0.8%[38.3 µM] | 0.1% | 4.7% | -9.0%
CC(C)CNC(=O)CSc1nnc(CN2CCCCCC2=O)n1-c1ccccn1 | -2.4% | 2.7% | 2.5% | 7.3%[38.3 µM] | 4.6% | -5.5% | -10.8%
CCCCNC(=O)Nc1ccccc1CC | -12.9%[9.22 µM] | 6.1% | 8.6%[10 µM] | nt | 0.4% | nt | -1.3%

Individual results from the entries so far:
In HTT aggregate, CCC(NC(=O)Nc1ccc(O)cc1)(C(F)(F)F)C(F)(F)F has -0.3%
In GAA inh, CCOc1ccc(C(C)(C)C)cc1S(=O)(=O)N1CCOCC1 has -1.7%
In GAA spleen mod, CCOC(=O)c1cccc(NC(=S)N2CCN(c3ncc4c(=O)c(C(=O)O)cn(CC)c4n3)CC2)c1 has 8.3%

Sorted by the number under GoLoco inh red (smallest number first): 3 from the list above
Structure | GoLoco inh red
CC(C)COc1ccccc1C(=O)NC(CO)C(=O)O (stereo not drawn) | 2.4%
N#Cc1c(NC(=O)C2CC=CCC2C(=O)O)sc2c1CCCCCC2 (stereo not drawn) | 4.4%
CCOC(=O)c1cc(-c2ccccc2)sc1NC(=O)C(C)OC(=O)c1ccncc1 (stereo not drawn) | 5.4%

Other structures
SMILES | HTT aggregate | GoLoco inh red | HTT ATP protect | IMPase Li cell | GAA glycogen mod | GAA inh | GAA spleen mod
CSC1=C(C#N)C(c2ccccc2C)C(C#N)=C(N)N1 (stereo not drawn) | -1.5%[9.22 µM] | -0.5% | 24.9%[0.074 µM] | 0.4%[38.3 µM] | -15.9% | ? | 1.9%
CCOC(=O)Cc1csc(NC(=O)COc2cc(C)cc(C)c2)n1 | 23.3%[9.22 µM] | 5.9% | 25.3%[10 µM] | 13.3% | 15.7% | 8.1% | 3.5%
CCOC(=O)COc1cc(-n2c(=S)[nH]c3ccccc3c2=O)c(Cl)cc1Cl | -9.2% | 6.3% | -19.1%[10 µM] | 10.4% | -13.3% | -6.2% | 0.3%
c1ccc(CNc2nc(-c3cccs3)nc3ccccc23)nc1 | -18.7% | 11.1% | -49.4%[inhibitor] | 8.4% | 3.8% | 3.6% | -2.9%
CCNCC(=O)N1c2ccccc2CCc2ccc(NC(C)=O)cc21 | 13.8% | -3.8% | 2.9%[10 µM] | 11.9% | 0.1% | 7.7% | -6.7%
C=CCNC(=O)c1ccc(-n2cccc2)cc1 | 5.1% | 7.0% | -43.9%[inhibitor] | -2.2% | 3.5% | 1.9% | nt
O=C(NNc1ccccn1)C(=O)NNS(=O)(=O)c1ccc(F)cc1 | -5.1% | 12.5% | ? | 2.5% | ? | -5.6% | 0.9%
COc1ccccc1/C=N/N1C(=O)C(CC(=O)Nc2ccc([N+](=O)[O-])cc2OC)SC1=Nc1cccc(C)c1C (stereo not drawn) | -8.8% | 12.8% | -81.3%[inhibitor] | 6.9% | -8.1% | -6.8% | 8.1%
Cc1ccc(-c2nn(-c3ccccc3)cc2/C=C(\C#N)c2cccc(C#N)c2)o1 | 1.3% | 2.1% | 3.1%[0.074 µM] | 22.1%[38.3 µM] | -3.6% | -2.7% | -0.2%
COC(=O)c1ccc(NC(=O)Nc2cccc(F)c2)cc1 | -30.2% | 8.4% | -11.0% | nt | 5.7% | -9.3% | -7.0%
O=C(Nc1cccc2ccccc12)N1CC=CCC1 | 12.1% | -9.4% | 2.6% | 31.4%[38.3 µM] | -1.8% | 1.4% | 1.5%
CC(C)n1c(=S)[nH]c2ccccc2c1=O | 1.3% | -22.1% | 6.2% | -4.9%[38.3 µM] | 0.1% | -10.5% | -9.5%
Cc1oc(-c2ccc(Cl)cc2)cc1C(=O)O | -22.3%[9.22 µM] | 11.3% | 10.5%[10 µM] | nt | 3.8% | nt | -3.3%
COCCCn1c(C)nc2c(c1=O)c1nc3ccccc3nc1n2CCc1ccccc1 | 10.5% | 10.1% | -19.0% | 0.1%[38.3 µM] | 0.7% | ? | 8.7%
O=C1CCCN1c1cccc(Br)c1 | -21.7% | 0.7% | 27.4%[10 µM] | 0.9% | 4.9% | 1.2% | 10.0%
CCOC(=O)c1cnn(Cc2ccccc2)c1N | 10.9% | -3.2% | 24.5%[10 µM] | -5.6% | 5.7% | 4.3% | -3.8%
Cc1cc(C)c(CN2CCCC(CNC(=O)c3ccc(F)cc3)C2)c(-n2cccn2)c1 (stereo not drawn) | 1.7%[9.22 µM] | 0.5% | 12.8%[10 µM] | 15.3% | -7.1% | nt | -0.9%
O=C(Cc1ccc(F)cc1)Nc1ccc(F)c([N+](=O)[O-])c1 | 2.0% | 4.4% | -5.0% | -0.3%[38.3 µM] | 8.2% | -1.7% | 1.8%
Cc1[nH]c(=O)[nH]c(=O)c1S(=O)(=O)N1CCC(C(=O)N2CCN(Cc3ccccc3)CC2)CC1 | 18.6% | 2.8% | 16.3% | 14.9%[38.3 µM] | -3.5% | 0.5% | 0.6%
COc1cc([N+](=O)[O-])cc(/C=N\NC(=O)C2COc3ccccc3O2)c1O (stereo not drawn) | -16.0%[9.22 µM] | -2.8% | 19.6%[10 µM] | nt | -16.2% | nt | -3.6%
Cn1c(N)c(C(=O)CSc2nc3ccccc3[nH]2)c(=O)n(C)c1=O | 11.1%[9.22 µM] | 9.1% | 9.9%[10 µM] | nt | -4.4% | nt | -1.9%
COc1ccc(-c2noc(CCC(=O)Nc3nc4ccccc4s3)n2)cc1 | -14.5% | 9.0% | -5.1% | ? | 2.9% | -8.2% | 1.5%
O=C(C1CCCO1)N1CCN(Cc2c(O)ccc3ccccc23)CC1 (stereo not drawn) | 3.6% | -9.8% | 3.1% | 11.8%[38.3 µM] | -6.1% | ? | 1.9%
COc1ccc(NC(=O)CSc2ccc3c(c2)OCCO3)cc1OC | -7.0% | nt | -25.4% | nt | 1.3% | 2.6% | 5.2%
